Screens deposited in PubChem BioAssay by National Center for Advancing Translational Sciences (NCATS).
Mm-Cpn inhibitor = Inhibitors of TCP-1 ring complex (TRiC) of Methanococcus maripaludis (MmCpn): qHTS; actives 0.031% (n = 330,000); Chaperonin Mm-Cpn (Methanococcus maripaludis); purified Mm-Cpn ATPase, ADP Transcreener TR-FRET; AID 504842, 2011; Potency, µM (top dose mostly 76.9 µM), without a hit: at the top dose activity, negative = inhibition, usual class: inhibitors; also: potency is read from the fitted curve at half-maximal effect; % is scaled to controls: 0 for no effect and ±100 for the full control effect; nearly all actives have a fitted effect of over 80% in size
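ATP (10 uM final) was added to archaeal chaperonin (25 nM final) after 10 min exposure to test compound at 37°C; after 30 min further incubation, ADP was detected by competitive TR-FRET.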
CCT modulator = High-Throughput Screening for Modulators of Cytosolic Chaperonin Activity. actives 0.3% (n = 360,000). activity change, % (no concentration beside the values), hits read low. purified chaperonin ATPase assay, HTRF ADP detection, 30 min; in the data active = activity change below about -30%; also: % is scaled to controls: 0 for no effect and ±100 for the full control effect
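TRiC (40 or 20 nM final, by batch activity) in 30 mM Tris pH 7.4, 100 mM KCl, 5 mM MgCl2, 1 mM DTT was treated with compound at 76 uM single dose, then 10 uM ATP, 30 min at 37 °C. ADP was read by HTRF Transcreener.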
DRD3 antagonist = qHTS of D3 Dopamine Receptor Antagonist: qHTS; max response, negative = inhibition, %; actives 2.5% (n = 360,000); AID 652054, 2013; D3R cells, DiscoveRx beta-arrestin luminescence, antagonist mode; stronger effect = lower value; D(3) dopamine receptor (Homo sapiens), P35462; in the data active = max response below about -50%; inconclusive = no clear call, values can overlap the other calls; also: % is scaled to controls: 0 for no effect and ±100 for the full control effect; mostly tested at two doses, the higher about 12 µM
Target sequence (P35462 whole entry, looked up): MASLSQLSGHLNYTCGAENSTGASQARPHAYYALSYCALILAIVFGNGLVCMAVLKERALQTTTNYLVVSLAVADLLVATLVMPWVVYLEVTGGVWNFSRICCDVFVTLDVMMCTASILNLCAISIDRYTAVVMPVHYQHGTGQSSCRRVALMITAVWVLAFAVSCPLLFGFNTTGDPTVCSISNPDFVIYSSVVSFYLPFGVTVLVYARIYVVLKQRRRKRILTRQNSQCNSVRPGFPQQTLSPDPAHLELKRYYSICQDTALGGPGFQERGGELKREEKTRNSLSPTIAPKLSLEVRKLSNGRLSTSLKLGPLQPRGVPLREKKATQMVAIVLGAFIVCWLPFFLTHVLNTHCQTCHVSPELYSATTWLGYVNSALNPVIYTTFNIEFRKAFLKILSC
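Cells expressing the human receptor were seeded at 1500 cells/well, incubated overnight at 37 degrees C in 5% CO2, then exposed to library compounds with dopamine controls for 90 minutes at 37 degrees C before luminescent detection.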
EPAC2 antag = qHTS for Antagonist of cAMP-regulated guanine nucleotide exchange factor 2 (EPAC2): primary screen; Rap guanine nucleotide exchange factor 4 (Homo sapiens), Q8WZA2; EPAC2 GEF exchange of Rap1B-BODIPY-GDP, fluorescence; Potency, µM (top dose mostly 114 µM), for inactives: top-dose activity, negative = inhibition, usual class: inhibitors; actives 0.18% (n = 360,000); also: potency is read from the fitted curve at half-maximal effect; % is scaled to controls: 0 for no effect and ±100 for the full control effect; nearly all actives have a fitted effect of over 45% in size; many of its hits are not listed in these tables
EPAC2 agonist = qHTS for Agonist of cAMP-regulated guanine nucleotide exchange factor 4 (EPAC2): primary screen; EPAC2 activation, biochemical qHTS; response scale: 100% = 6.5 mM cAMP response; Potency, µM (series often up to 154 µM), for the others: at the highest dose activation, most hits filed as activators; actives 0.079% (n = 360,000); also: potency is read from the fitted curve at half-maximal effect; nearly all actives have a fitted effect of over 50% in size
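Fluorescence exchange assay: 100 nM EPAC2 with 250 nM RAP1B-BODIPY-GDP and 50 uM GDP; compounds tested as a concentration-titration series (qHTS). Loss of Rap1-bound BODIPY-GDP fluorescence read at 480/540 nm; data normalized to 6.5 mM cAMP.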
D3 ag = qHTS of D3 Dopamine Receptor Agonist: qHTS. D(3) dopamine receptor (Homo sapiens), P35462. D3R DiscoveRx beta-arrestin cells, luminescence, 90 min. max activation, %. actives 0.58% (n = 410,000). AID 652048, 2013; in the data active = max activation above about 30%; also: 0% is about no effect; mostly tested at two doses, the higher about 12 µM
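Agonist-mode cell screen: cells plated at 1500/well and incubated overnight at 37 °C, then exposed to library compounds for 90 min at 37 °C. Detection reagent was added for 30–60 min at room temperature, and luminescence was read.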
Akt phos inh = HTS Assay for Inhibitors of Akt Phophorylation: Primary Screen; Neuro2A IGF-stimulated pAkt S473 HTRF, 20 min; stronger effect = lower value; activity change, % for hits at 50 µM; actives 0.32% (n = 360,000); AID 651550, 2012; in the data active = activity change below about -80%; inconclusive = mostly about -51% to -80%; also: % is scaled to controls: 0 for no effect and ±100 for the full control effect
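Single-point screen (50 µM final compound) in Neuro2A cells stimulated 20 min with 6 nM IGF at 37 deg C. After lysis, Ser473-phosphorylated Akt read by HTRF (ex 330 nm, em 615/665 nm) as the 665/615 ratio.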
PTHR1 agonist = qHTS for PTHR1 Agonists: Primary Screen. Parathyroid hormone/parathyroid hormone-related peptide receptor (Homo sapiens), Q03431. HEK293 GP2 PTHR1 cells, GloSensor cAMP luminescence, 1 h. Potency, µM (doses to about 115 µM), for the others: at the highest dose activation, usual class: activators. actives 0.075% (n = 410,000); also: potency is read from the fitted curve at half-maximal effect; nearly all actives have a fitted effect of over 55% in size; some results filed as inactive show a strong effect at the top dose; inactives centre near -15; many of its hits are not listed in these tables
Target sequence (Q03431 whole entry, looked up): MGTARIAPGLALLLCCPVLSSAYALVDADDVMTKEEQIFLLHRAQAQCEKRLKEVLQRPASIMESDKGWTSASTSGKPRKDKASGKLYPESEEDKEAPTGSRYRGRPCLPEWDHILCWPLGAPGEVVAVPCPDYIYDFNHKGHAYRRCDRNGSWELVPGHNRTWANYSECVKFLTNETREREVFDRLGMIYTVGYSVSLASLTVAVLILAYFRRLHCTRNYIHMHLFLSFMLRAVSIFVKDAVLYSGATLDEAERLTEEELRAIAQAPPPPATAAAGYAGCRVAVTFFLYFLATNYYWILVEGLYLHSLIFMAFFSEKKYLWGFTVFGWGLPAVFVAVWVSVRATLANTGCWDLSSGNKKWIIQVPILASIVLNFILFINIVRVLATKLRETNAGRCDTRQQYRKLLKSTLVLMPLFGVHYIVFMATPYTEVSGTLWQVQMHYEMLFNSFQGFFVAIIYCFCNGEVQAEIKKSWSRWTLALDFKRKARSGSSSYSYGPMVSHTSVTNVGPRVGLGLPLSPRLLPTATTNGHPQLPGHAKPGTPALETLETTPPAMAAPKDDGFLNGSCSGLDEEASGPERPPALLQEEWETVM
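HEK-293-derived GP2 cells expressing PTHR1 and a GloSensor cAMP reporter, 3,000/well, plated overnight, given luciferin plus IBMX (each 0.5 mM as added) for 1 h at 37 °C, then compound for 1 h at 37 °C. Luminescence was read after 15 min at room temperature.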
Numbers without * were called inactive; i = inactive; ? = inconclusive; / = not tested or not shown; & = joins results of further samples; [ ] = another dose, or the depositor's remark. Unless noted, calls follow the shape of the dose curve; as a rule, active = well fitted curve in the direction sought with a large enough effect; inconclusive = small, poorly fitted or top-dose-only effect, or another doubt; inactive = no such curve, though single readings can be large; an effect the other way counts as inactive or inconclusive.

SMILES | Mm-Cpn inhibitor | CCT modulator | DRD3 antagonist | EPAC2 antag | EPAC2 agonist | D3 ag | Akt phos inh | PTHR1 agonist
CCCNC(=O)NS(=O)(=O)c1cnccc1Sc1ccc(Cl)cc1 | 3% | -4.2 | 0 | -5% | 0% | -5 | i | -26%
COc1ccccc1C(=O)O/N=C(/C)c1ccc(N2C(=O)C3CCCCC3C2=O)cc1 (stereo not drawn) | 1% | 0.1 | 5 | -3% | 0% | 3 | i | i
Cc1cccc(C)c1OCc1cc(C(=O)N2CCC(c3ccccc3)CC2)no1 | 0% | 0.3 | -28 | -1% | 8% | -2 | i | -13%
COCc1ccc(CN2CCc3c([nH]c4ccccc34)C2CC(C)C)o1 (stereo not drawn) | -3% | -1.6 | -3 | -7% | 3% | -4 | i | -3%
CC1C/C(=C/c2cccn2C)C(=O)/C(=C/c2cccn2C)C1 (stereo not drawn) | -2% | -0.3 | 6 | ? | -26% | 0 | i | i
OCCCNc1cc(-c2ccnc(Nc3cccc(Cl)c3)n2)ccn1 | 1% | 1.3 | 8 | -7% | 8% | 19 | i | -37%[inhibitor]
COc1ccc(C(=O)CSc2nnc(CNC(=O)c3ccco3)n2C)cc1OC | 0% | 1.3 | -1 | 2% | 2% | 10 | i | i
CCCCCCNC(=O)c1ncn[nH]1 | 3% | 0.4 | 8 | 10% | -5% | 12 | i | i
Cc1cc(C)c2c(n1)sc1c(N3CCCCC3)ncnc12 | 1% | 0.8 | -19 | -12% | 14% | -4 | i | i
O=C(CCNC(=O)c1ccc([N+](=O)[O-])cc1)Nc1ccc(F)cc1F | -7% | 2.5 | 12 | -3% | -4% | 3 | i | -24%
O=C(Cn1nnc(-c2ccccc2)n1)NNC(=O)c1ccco1 | 0% | 0.3 | -12 | 7% | 3% | 0 | i | -4%
COc1ccc(S(=O)(=O)Nc2c(C(=O)O)[nH]c3ccc(OC)cc23)cc1 | -5% | -1.3 | 15 | 6% | 2% | -1 | i | -7%
CCCCCCCC#Cc1ccccc1/C=N/S(=O)c1ccc(C)cc1 (stereo not drawn) | -1% | 0.7 | 0 | ? | -4% | -13 | i | -84%[inhibitor]
O=S(=O)(NCc1ccccn1)c1ccccc1 | 0% | 0.6 | 8 | 14%[57.1 µM] | 9% | 4 | i | i
O=C1CCc2ccccc2O1 | 0% | -3.0 | 4 | 0% | 8% | 2 | i | -6%
COc1ccc(S(=O)(=O)N2CCCCCC2)cc1NC(=O)CN1C(=O)NC(C)(c2ccccc2)C1=O (stereo not drawn) | 1% | -0.4 | 19 | -13% | 2% | 18 | i | -19%
CN1CCN(C(=O)c2cc(COc3ccccc3)on2)[C@@H](c2ccccc2)C1 | 2% | -1.1 | -6 | 0% | 8% | -5 | i | -10%
C/C(CCc1ccccc1)=N\NC(=O)c1ccc(CN2CCOCC2)cc1 | 1% | -0.7 | 6 | 1% | 7% | 8 | i | i
CCC(=O)/C=C1\Sc2ccc(OC)cc2N1CC | -1% | -0.4 | 8 | -3% | 7% | -1 | i | i
CCN(CC)S(=O)(=O)c1ccc2c(c1)nc(SCC(=O)NCC1CCCO1)n2CC (stereo not drawn) | 1% | 0.7 | 13 | -1% | -1% | 2 | i | i
c1ccc(-c2nn3c(-c4ccco4)nnc3s2)nc1 | 0% | -0.1 | 11 | -7% | 1% | 5 | i | -5%[57.5 µM]
CC(=O)Nc1ccc(S(=O)(=O)N(Cc2cc3ccc(C)cc3[nH]c2=O)CC2CCCO2)cc1 (stereo not drawn) | 2% | -0.6 | 2 | -11% | 1% | -5 | i | -11%
CC1(c2ccccc2)NC(=O)N(Cc2ccc([N+](=O)[O-])cc2)C1=O (stereo not drawn) | -1% | -0.6 | -4 | 9% | -5% | -9 | i | i
Cc1ccc(N(CC(O)CN2CCCC2)S(=O)(=O)c2ccccc2)cc1 (stereo not drawn) | 2% | 1.4 | -58* | -4% | 2% | -34 | i | ?
O=C(O)c1cc2c(cc1NC(=O)c1c(F)cccc1F)OCCCO2 | 1% | 1.0 | 5 | 1% | 0% | 2 | i | -6%
COc1ccccc1NS(=O)(=O)c1cccc(NC(=O)C2CC(=O)N(Cc3ccccc3)C2)c1 (stereo not drawn) | 0% | 0.5 | 2 | -14% | 14% | 5 | i | -15%
CC(C)c1ccc(C2/C(=C(/O)c3ccc(F)cc3)C(=O)C(=O)N2CCCN2CCOCC2)cc1 (stereo not drawn) | 1% | 0.9 | 0 | -7% | 0% | -3 | i | i
COc1ccc(CCNC(=O)C2CCN(C(=O)NC3CCCCC3)CC2)cc1 | 2% | 0.2 | -17 | 14% | 1% | -2 | i | 0%[57.5 µM]
CCOC(=O)Nc1c(Cl)[nH]c(=O)n(C)c1=O | / | 0.1 | -12 | 8% | 6% | 3 | i | i
COc1ccc(Cn2c(=O)oc3ccccc32)cc1 | / | -1.0 | ? | -17% | 0% | 4 | i | -27%
CCOc1ccc(-n2c(=O)c3c4c(sc3n(CC(=O)NCc3ccco3)c2=O)CCC4)cc1 | -3% | 1.3 | 10 | 5% | -7% | -6 | i | -15%
COc1ccccc1CNS(=O)(=O)c1c(C)[nH]c(C)c1C(=O)N1CCCCC1 | 1% | -0.9 | -16 | -8% | 3% | -3 | i | i
COc1cccc(NC(=O)COc2cccnc2[N+](=O)[O-])c1 | -1% | -1.3 | -17 | 7% | 11% | -11 | i | -25%
Cc1ccc2c(C)c(C(=O)NCC3CCOCC3)oc2c1C | / | 0.1 | 26 | 7% | 2% | 1 | i | i
Cc1ccc(NC(=O)c2ccccc2)s1 | -1% | -1.5 | 9 | 1% | 9% | 0 | i | -27%
O=C(CCNC(=O)c1ccccc1Cl)NCC1COc2ccccc2O1 (stereo not drawn) | -1% | 0.9 | 0 | 2% | 9% | -3 | i | -15%
CCC(c1nnnn1CC1CCCO1)N(CCCO)Cc1cc2cccc(C)c2[nH]c1=O (stereo not drawn) | 0% | 0.9 | -4 | 20%[57.1 µM] | 10% | 3 | i | i
CCN(CC)CCNC(=O)c1ccc(NC(=O)c2ccc(-n3cncn3)c([N+](=O)[O-])c2)cc1 | / | 0.0 | -1 | -3% | -7% | 7 | i | -34%[inhibitor]
CC1(c2cccc(Br)c2)NC(=O)N(CC(=O)NCC2CCCO2)C1=O (stereo not drawn) | 1% | 2.3 | -9 | 11% | 13% | -2 | i | i
COc1ccccc1C1CCN(Cc2cccc(C(=O)N3CCC(O)CC3)c2)CC1 | -1% | -1.7 | -110* | 9% | 16% | -3 | i | i
CCC(C)NC(=O)CCc1c(C)nc2nc(-c3cc(OC)cc(OC)c3)nn2c1C (stereo not drawn) | -5% | -0.9 | 38 | 4% | -11% | 3&4 | i | -13%
O=C(COc1ccccc1)N(Cc1ccco1)C1CCS(=O)(=O)C1 (stereo not drawn) | 1% | -2.9 | 8 | 5% | 0% | 1 | i | -11%[57.5 µM]
COc1cc(OC)cc(C(=O)NC(=S)Nc2cc3oc4ccccc4c3cc2OC)c1 | 0% | 1.8 | 22 | -3% | 11% | 8 | i | i
Cc1nn(C)c(C(=O)Nc2ccc(S(=O)(=O)NC34CC5CC(CC(C5)C3)C4)cc2)c1Br | -3% | 0.4 | 11 | -5% | -4% | -2 | i | i
Cn1nnnc1Sc1ccc([N+](=O)[O-])cc1Cl | -1% | -1.4 | 3 | 4% | -1% | 2 | i | i
COc1ccc(-c2csc(N(CCCN3CCOCC3)C(=O)c3ccco3)n2)cc1 | 1% | -3.9 | ? | -11% | 16% | -2 | i | -10%
C/C(=N\Nc1ccc(C(F)(F)F)cn1)c1ccc(S(=O)(=O)NCc2ccco2)cc1 | -1% | -2.8 | -2 | -22% | -6% | -1 | i | -10%
O=C(c1cc(COc2ccc(F)cc2F)on1)N1CCN(C(=O)c2ccco2)CC1 | -7% | -2.7 | 15 | 1% | -13% | 1 | i | -37%[inhibitor]
N=c1c(C(=O)NCCc2ccccc2)cc2c(=O)n3ccccc3nc2n1Cc1ccco1 | 1% | -0.3 | -3 | 1% | -2% | -2 | i | i
CCCC(NC(=O)c1ccco1)c1nc2ccccc2[nH]1 (stereo not drawn) | 2% | -0.6 | 2 | 2% | -3% | 3 | i | i
COc1ccc(S(=O)(=O)N2CCCC(C(=O)Nc3ccc(OC)c(OC)c3)C2)cc1 (stereo not drawn) | 0% | -0.1 | 16 | 5% | -1% | -2 | i | -25%
COc1ccc(C(=O)NNC(=O)CSc2nnc(-c3ccc(O)cc3)n2C)cc1 | -1% | -0.9 | 5 | 10% | -6% | -2 | i | -14%
S=C(NCc1ccncc1)NC1CCCCC1 | -5% | 2.0 | -4 | 18%[57.1 µM] | -15% | 4 | i | i

Molecules listed so far with a Cl atom:
SMILES | Mm-Cpn inhibitor | CCT modulator | DRD3 antagonist | EPAC2 antag | EPAC2 agonist | D3 ag | Akt phos inh | PTHR1 agonist
CCCNC(=O)NS(=O)(=O)c1cnccc1Sc1ccc(Cl)cc1 | 3% | -4.2 | 0 | -5% | 0% | -5 | i | -26%
OCCCNc1cc(-c2ccnc(Nc3cccc(Cl)c3)n2)ccn1 | 1% | 1.3 | 8 | -7% | 8% | 19 | i | -37%[inhibitor]
CCOC(=O)Nc1c(Cl)[nH]c(=O)n(C)c1=O | / | 0.1 | -12 | 8% | 6% | 3 | i | i
O=C(CCNC(=O)c1ccccc1Cl)NCC1COc2ccccc2O1 (stereo not drawn) | -1% | 0.9 | 0 | 2% | 9% | -3 | i | -15%
Cn1nnnc1Sc1ccc([N+](=O)[O-])cc1Cl | -1% | -1.4 | 3 | 4% | -1% | 2 | i | i

Only part of the results is shown; count on the stated rates, not on these rows.
